# mIDH1 inhibitor – qHTS for Inhibitors of mutant isocitrate dehydrogenase 1 (IDH1): qHTS | IDH1-R132H enzyme, NADPH consumption, diaphorase/resazurin fluorescence | Potency, µM (series often up to 76.6 µM), without a hit: at the highest dose activity change, negative = inhibition, most hits filed as inhibitors | actives 0.093% (n = 390,000) | AID 602179, 2012; further: potency means the concentration at half of the fitted maximal effect; on the % scale 0 is the no-effect control and ±100 the full control effect; nearly all actives have a fitted effect of over 65% in size
# Target sequence (O75874 whole entry R132H, stated change not applied): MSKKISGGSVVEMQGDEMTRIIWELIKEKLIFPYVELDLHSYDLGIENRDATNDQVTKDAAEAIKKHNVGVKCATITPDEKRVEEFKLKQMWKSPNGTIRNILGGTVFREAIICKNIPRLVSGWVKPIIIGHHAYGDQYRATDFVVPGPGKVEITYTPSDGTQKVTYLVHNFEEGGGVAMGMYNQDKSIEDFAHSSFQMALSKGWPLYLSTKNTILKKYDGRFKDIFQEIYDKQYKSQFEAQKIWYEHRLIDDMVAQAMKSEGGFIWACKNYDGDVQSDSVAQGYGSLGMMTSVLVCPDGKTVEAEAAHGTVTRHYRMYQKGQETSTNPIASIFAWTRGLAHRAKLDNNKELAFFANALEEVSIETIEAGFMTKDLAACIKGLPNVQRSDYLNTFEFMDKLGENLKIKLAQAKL
#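 IDH1-R132H (0.5 ug/mL dispensed) in pH 7.5 Tris buffer was preincubated 30 min with compound, then given a substrate mix of 0.016 mM NADPH and 2 mM alpha-KG for 80 min at room temperature; remaining NADPH was read by diaphorase/resazurin fluorescence.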
# TrxR1 substrate – qHTS Assay for Substrates of Mammalian Selenoprotein Thioredoxin Reductase 1 (TrxR1): qHTS. actives 0.01% (n = 390,000). Thioredoxin reductase 1, cytoplasmic (Rattus norvegicus), O89049. purified TrxR1 substrate turnover, NADPH consumption readout. Potency, µM (highest dose often 114 µM), inactives show top-dose activity change, negative = substrate turnover; further: potency means the concentration at half of the fitted maximal effect; on the % scale 0 is the no-effect control and ±100 the full control effect; nearly all actives have a fitted effect of over 50% in size
#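 Rat TrxR1, dispensed at 90 nM, was prereduced with 400 uM NADPH (final) for 5 min at ~22 deg C, then incubated with compound 15 min before 400 uM selenite. A first-read NADPH fluorescence drop versus no-compound background flagged substrates.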
# LDHA inh – qHTS assay for inhibitors of human lactate dehydrogenase; L-lactate dehydrogenase A chain (Homo sapiens), P00338; purified LDHA, NADH/diaphorase-resazurin fluorescence; stronger effect = lower value; activity change, % (values are at about 110 or 230 µM); actives 0.15% (n = 480,000); AID 1347041, 2019; in the data active means activity change below about -30%; inconclusive means mostly about -25% to -30%;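 further: plate controls were DMSO wells for no effect and wells without enzyme for full effect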
#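 Enzyme activity of human lactate dehydrogenase 5 (2 nM; 0.06 mM NADH, 0.2 mM pyruvate, 5 min, RT) is measured via a resazurin/diaphorase fluorescence readout of residual NADH.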
# USP1-UAF1 inh – Inhibitors of USP1/UAF1: Primary Screen. Ubiquitin carboxyl-terminal hydrolase 1 (Homo sapiens), O94782. recombinant USP1/UAF1, Ub-Rhodamine cleavage fluorescence. Potency, µM (doses to about 57.1 µM), without a hit: at the highest dose activity change, negative = inhibition, actives largely listed as inhibitors. actives 0.23% (n = 390,000). AID 743255, 2014; further: potency means the concentration at half of the fitted maximal effect; on the % scale 0 is the no-effect control and ±100 the full control effect; nearly all actives have a fitted effect of over 60% in size; inactives centre near -12
#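 High-throughput fluorogenic screen: 1nM USP1/UAF1 complex, Ub-Rho substrate 150nM final, 50mM HEPES pH 7.8 with 0.5mM EDTA, 0.1 mg/ml BSA, 1mM TCEP and 0.01% Tween-20.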
# TrxR1 inh – qHTS Assay for Inhibitors of Mammalian Selenoprotein Thioredoxin Reductase 1 (TrxR1): qHTS; Thioredoxin reductase 1, cytoplasmic (Rattus norvegicus), O89049; recombinant rTrxR1, NADPH fluorescence consumption, selenite substrate; Potency, µM (titrated, usually from 114 µM), for inactives: at the top dose activity change, negative = inhibition, actives largely listed as inhibitors; actives 1% (n = 390,000); AID 588453, 2011; further: potency means the concentration at half of the fitted maximal effect; on the % scale 0 is the no-effect control and ±100 the full control effect; nearly all actives have a fitted effect of over 65% in size
#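 Rat TrxR1 (90 nM in the dispensed reagent) was pre-reduced with 400 uM NADPH for 5 min at room temperature, then incubated with compound for 15 min. After 400 uM selenite was added, NADPH fluorescence (Ex 340/Em 450 nm) was followed for 8 min.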
# Vif-APOBEC3G blk – qHTS for Inhibitors of Vif-A3G Interactions: qHTS; HeLa A3G-eYFP + Vif (tagged APOBEC3G with the HIV-1 protein that degrades it), YFP fluorescence, overnight; Potency, µM (top dose mostly 46.1 µM), without a hit: at the top dose activity, negative = active, hits mostly inhibitors; actives 0.076% (n = 410,000);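 further: potency means the concentration at half of the fitted maximal effect; on the % scale 0 is the no-effect control and ±100 the full control effect; nearly all actives have a fitted effect of over 60% in size; hits raise eYFP signal because A3G escapes Vif-driven loss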
# Target sequence (Q9HC16 whole entry, looked up): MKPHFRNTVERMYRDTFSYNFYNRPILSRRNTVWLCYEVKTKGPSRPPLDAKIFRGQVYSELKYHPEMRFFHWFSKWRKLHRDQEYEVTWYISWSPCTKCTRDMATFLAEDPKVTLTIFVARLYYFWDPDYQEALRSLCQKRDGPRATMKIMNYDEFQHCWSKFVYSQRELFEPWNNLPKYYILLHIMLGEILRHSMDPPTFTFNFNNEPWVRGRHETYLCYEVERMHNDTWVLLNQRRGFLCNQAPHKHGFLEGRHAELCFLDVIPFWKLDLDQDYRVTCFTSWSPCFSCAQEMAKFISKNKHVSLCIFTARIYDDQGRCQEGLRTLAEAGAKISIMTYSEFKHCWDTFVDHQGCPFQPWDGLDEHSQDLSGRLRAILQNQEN
#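 Read-out is eYFP fluorescence (Ex 488/Em 500-530) from Vif-expressing HeLa A3G-eYFP cells; more signal means A3G escaped Vif-mediated degradation. Cells plated overnight, compound pinned in, incubated overnight at 37 deg C.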
# Glioma ERSR ind – qHTS for Inducers of the Endoplasmic Reticulum Stress Response (ERSR) in Human Glioma: qHTS | U87-MG GRP78 promoter luciferase reporter, 16 h | Potency, µM, for inactives: top-dose activation, usual class: activators | actives 0.02% (n = 420,000) | AID 602332, 2012; further: potency means the concentration at half of the fitted maximal effect; series mostly up to about 76 µM; % of control where 0% means no effect; nearly all actives have a fitted effect of over 35% in size
#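 ERSR induction read as luciferase luminescence (Bright-Glo, 10 min at room temperature) in stably transfected human U87-MG glioma cells exposed to compounds for 16 h, using GRP78 as sensor.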
# Vif-A3F inh – qHTS for Inhibitors of Vif-A3F Interactions: qHTS | HeLa A3F-eYFP + Vif (tagged APOBEC3F with the HIV-1 protein that degrades it), YFP fluorescence increase | Potency, µM (top dose mostly 46.1 µM), for inactives: at the highest dose activity, negative = active | actives 0.2% (n = 390,000) | AID 602313, 2012; further: potency means the concentration at half of the fitted maximal effect; % of control where 0% means no effect; nearly all actives have a fitted effect of over 65% in size
#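 HeLa cells stably expressing A3F-eYFP plus Vif, plated and incubated overnight at 37 deg C, then exposed to compounds overnight at 37 deg C. Blocked degradation read as raised yellow fluorescence (Ex 488/Em 500-530).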
# RGS4 inhibitor – Inhibitors of Regulator of G Protein Signaling (RGS) 4: qHTS. AID 504845, 2011. Potency, µM (highest dose often 114 µM), for inactives: at the top dose activity change, negative = inhibition, usual class: inhibitors. Transcreener GDP fluorescence polarization, RGS4-accelerated GTP hydrolysis. actives 0.039% (n = 390,000). Regulator of G-protein signaling 4 (Homo sapiens), P49798; further: potency means the concentration at half of the fitted maximal effect; on the % scale 0 is the no-effect control and ±100 the full control effect; nearly all actives have a fitted effect of over 75% in size; some results filed as inactive show a strong effect at the top dose
#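 MLSMR compounds (23 nl, pin-transferred) preincubated 10 min at room temperature with a 500nM (2x) first reagent, then RGS4 at 900nM (2x) plus Transcreener GDP mix added; fluorescence polarization (620/688 nm) read before and after 90 min at 30 °C.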
# * = called active by the depositor; u = inconclusive; & = joins results of further samples; [ ] = dose if it differs, or a comment. Unless noted, the call rests on the fitted dose curve; in most records, active means well fitted curve in the direction sought with a large enough effect; inconclusive means small, poorly fitted or top-dose-only effect, or another doubt; inactive means no such curve, though single readings can be large; an effect the other way counts as inactive or inconclusive. Only part of the results is shown (hit frequency here may not be typical).
SMILES,mIDH1 inhibitor,TrxR1 substrate,LDHA inh,USP1-UAF1 inh,TrxR1 inh,Vif-APOBEC3G blk,Glioma ERSR ind,Vif-A3F inh,RGS4 inhibitor
C/C(CC(=O)Nc1cc(Cl)ccc1Cl)=N\NC(N)=S,14%,-1%[57.1 µM],4,-5%,-22%[57.1 µM],-1%,-5%,0%,-18%
C=CCOC(=O)C1=C(C)NC(=O)NC1c1ccc(Cl)cc1 (stereo not given),-7%,-5%,-2,3%,2%,-1%,-2%,-7%,24%
O=C(COC(=O)c1ccc(NS(=O)(=O)c2cccs2)cc1)NCc1ccco1,-10%,2%,-8,-13%,u,u,-7%,2%,19%[11.4 µM]
CN1OC[C@@H]2CN(C(=O)CCc3ccccc3)[C@H](c3cccc(-c4ccccc4)c3)C[C@@H]21,1%[38.3 µM],-1%,-3,-13%,21%,-1%,-2%,-3%,-13%
CCCCc1nc2sc3c(c2c(=O)[nH]1)CC(C)(C)OC3,2%,7%,0,-21%,36%[activator],5%,-4%,-2%,-4%
Cc1cnc(C(=O)Nc2cccc3cccnc23)cn1,1%,7%[57.1 µM],5,-24%,6%[57.1 µM],-7%,-1%,-3%,13%
C#CC(C)(C)NC(=O)c1ccc(-c2ccccc2F)cc1,11%,15%[57.1 µM],-5,-5%,30%[57.1 µM],-3%,1%,6%,10%
COc1cc(Cl)c(C)cc1NC(=O)c1cn(C2CCCC2)c(=O)c2c1c1ccccc1n2C,-14%,-1%,-15,-11%,14%,3%,-5%,0%,0%
COc1ccc(C(=O)NNC(=O)CSc2nc(C(C)C)nc3ccccc23)cc1,0%,-1%,-8,u,13%,-28%,-6%,-16%,-3%
CCCCCC(=O)NC(=S)Nc1ccc(N2CCOCC2)cc1,-2%,-5%,-4,-3%,u,1%,0%,u,-22%
O=C(NCCc1ccccc1)c1ccc(Cn2c(SCc3ccccc3)nc3cccnc32)cc1,16%,4%,0,-9%,9%,0%,-2%,0%,-35%
Cc1cc(C)cc(NC(=O)C/C(N)=N/O)c1,3%,8%[57.1 µM],-14,u,3%,0%,-5%,5%,11%
Cc1cc(C)n2nc(SCC(=O)Nc3c(C)n(C)n(-c4ccccc4)c3=O)nc2n1,-6%,6%,-4,-6%,20%[57.1 µM],2%,-3%,-6%,-18%
Cc1ccccc1CSc1nccn1-c1ccccc1,5%,3%[57.1 µM],-4,-4%,5%[57.1 µM],-7%,-3%,1%,10%
CCOC(=O)CSC(CC)C(=O)Nc1nnc(C(C)C)s1 (stereo not given),15%,-11%[57.1 µM],1,-19%,13%[57.1 µM],0%,-4%,-2%,-14%
O=C1CC(N2CCN(c3ccccc3Cl)CC2)C(=O)N1c1cccc(F)c1 (stereo not given),12%,-6%[57.1 µM],-2,-1%,-13%[57.1 µM],1%,-5%,10%,0%
O=S(=O)(Nc1ccc(-c2ccccc2)cc1)c1ccccc1,14%,-2%,-10,-8%,18%[57.1 µM],-8%,-1%,u,-8%
COc1cc(C(=O)NC2CCN(Cc3ccccc3)CC2)cc(Cl)c1OC(C)C,4%,4%,-7,-20%,13%,6%,-6%,-4%,-3%
CN(C)S(=O)(=O)c1cccc(NC(=O)C(c2ccccc2)c2ccccc2)c1,3%,-2%[57.1 µM],0,-6%,16%[57.1 µM],-1%,-7%,3%,2%
CC(C)(C)OC(=O)[C@H](Cc1ccccc1)NC(=O)c1nc[nH]c1C(=O)N1CCc2ccccc2C1,-4%,-9%,1,-4%,9%,-8%,-5%,-1%,-8%
CC1Sc2ccc(S(=O)(=O)CCC(=O)Nc3ccccn3)cc2NC1=O (stereo not given),0%,-1%,0,-19%,-6%,2%,-5%,0%,-13%
CS(=O)(=O)c1ccccc1C(=O)Nc1ccc(-c2nc3ccccc3o2)cc1,2%,5%,-2,-22%,18%,-10%,2%,-22%,-14%
Cc1ccc(NC2=CC(=O)CC(c3ccc(Cl)cc3)C2)cc1 (stereo not given),3%,3%[57.1 µM],-5,-11%,16%[57.1 µM],-2%,0%,9%,-6%
O=C(Cc1ccccc1)c1nnc(-c2ccccc2)o1,-11%,-1%[57.1 µM],-8,-6%,-4%[57.1 µM],-2%,6%,5%,6%
C#CCOCCOCCOCCNc1nc(N2CCN(C(=O)[C@H]([C@@H](C)CC)n3cc([C@@H](N)Cc4ccc(O)cc4)nn3)CC2)nc(N2CCN(C(=O)[C@H](Cc3ccc(O)cc3)n3cc([C@@H](N)C(C)CC)nn3)CC2)n1 (stereo not given in full),-4%,10%[57.1 µM],-5,-8%,3%[57.1 µM],2%,-2%,2%,-11%
CCc1ccc(CNC(=O)C2Cc3cc(S(=O)(=O)N4CCCC4)ccc3N2C(C)=O)cc1 (stereo not given),-4%,7%[57.1 µM],-5,-11%,30%[57.1 µM],-1%,19%,-13%,-4%[56.9 µM]
O=C(COC(=O)c1cccc([N+](=O)[O-])c1)NC1CCCC1,9%,0%,-4,-6%,28%,0%,0%,-3%,12%
COc1ccc(OC)c(S(=O)(=O)N2CCC(C(=O)Nc3ccc(C)c(C)c3)CC2)c1,-1%,-12%,10,-22%,-5%,1%,-2%,-4%,14%
Cc1ccc(S(=O)(=O)N2CCOCC2)cc1NC(=O)CNCc1ccccc1Cl,9%,2%[57.1 µM],-14,-15%,5%[57.1 µM],-1%,-1%,2%,-44%
COc1ccc(C)cc1S(=O)(=O)Nc1cc2c3c(c1)CCC(=O)N3CCC2,-6%,-4%[57.1 µM],-4,-11%,3%,-5%,-3%,4%,-2%
COc1ccccc1/C=C1\SC(=O)N(CC(=O)N(C)C2CCS(=O)(=O)C2)C1=O (stereo not given),-4%,-9%,-6,-18%,2%,-1%,-3%,0%,28%
COc1cc(OC)c(N(C)C(=O)CCNC(=O)Cn2cnc3ccccc3c2=O)cc1Cl,-3%&34%,8%&6%,-6&-3,-7%&-25%,21%&12%,0%&-2%,-3%&-2%,-10%&-7%,-6%&-8%
Cn1c(N2CCC(C(N)=O)CC2)nc2c1c(=O)n(Cc1cccc(Br)c1)c(=O)n2C,1%,-11%,-10,-10%,-18%,-8%,-4%,0%,39%
CCOC(=O)c1ccc(NC(=O)c2nc[nH]c2C(=O)NCCCCCNC(=O)OC(C)(C)C)cc1,-5%,13%[57.1 µM],-4,-5%,-9%,-1%,-2%,8%,-2%
Cc1ccc(OCC(=O)Nc2ccc(Cl)cc2)c([N+](=O)[O-])n1,-3%,-2%,-4,-13%,-1%,0%,5%,0%,14%
COC(=O)[C@H]1C2CCC(C(=O)OC)(CC2)[C@H]1C(=O)OC,7%,2%,-12&-6,-1%,9%,4%,-3%,-5%,31%
COc1cccc(NC(=O)CN(C)C(=O)c2ccc(COc3ccccc3)cc2)c1,3%,-11%[57.1 µM],0,-19%,2%,2%,5%,0%,-1%
Cc1ccccc1C(=O)Nc1cccc(C(=O)OCc2cc(=O)n3ccsc3n2)c1,7%,-1%[57.1 µM],-9,u,6%[57.1 µM],1%,-3%,1%,26%

# Bioassay records deposited in PubChem by National Center for Advancing Translational Sciences (NCATS).
